Screens: PubChem BioAssay, several laboratories
T cell HTS – modulators of CD8 T cell-vesicle binding, primary screen, mouse 2C CD8+ T cells, flow cytometry. 2C CD8+ T cell-vesicle binding; hits give low values. calls only at 7 µM. actives 0.068% (n = 330,000). AID 2052, 2009;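 active means response, share of CD8 T cells binding vesicles, and their 90th percentile fluorescence all below set limits, cut at about 80% in these data, passing the limit was not always enough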
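material = purified 2C TCR transgenic mouse naive CD8+ T cells | controls = Unloaded micro-vesicles (low), QL9 vesicles with 0.7% DMSO (high) | detection = cytometric PE anti-B7-1 and Alexa647 anti-CD8 signals after 1% paraformaldehyde fixation | incubation = binding step 1.5 h, 37 °C, antibody labelling 20 min, ice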
bCat nuc transl – modulators of beta-catenin nuclear translocation, primary screen, imaging, HeLa cells, immunofluorescence, high-content | nuclear translocation activity, % at 5 µM | actives 0.3% (n = 190,000);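 active means nuclear translocation activity above 50% at 5 µM, with a well cell count of 50 or more; inconclusive means wells under 50 cells across six images, flagged as toxic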;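 further: per-cell ratio of nuclear to cytoplasmic median beta-catenin stain intensity; plate controls were DMSO negative control for no effect and GSK-3 inhibitor IX positive control for full effect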
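System: Human HeLa cells, endogenous beta-catenin | Compound dosing: 5 µM primary, 0.02–20 µM confirmation | Timing: 24 h compound exposure at 37°C, 5% CO2 | Measured by: Fluorescence imaging of beta-catenin antibody stain plus DAPI | Read-out basis: % activation of per-cell nuclear versus cytoplasmic median beta-catenin signal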
CSM14.1 death rescue – rescue of cells from ER stress-induced death, primary screen, 384-well, CSM14.1, thapsigargin, ATP luminescence (AID 1222); CSM14.1 thapsigargin-induced death rescue, ATP luminescence; higher % means a stronger effect; one-dose cellular ATP content (survival), % at 20 µM; EC50 in µM for titrated hits; 190,000 tested, under 10 active;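 active means EC50 below 50 µM in the dose-response confirmation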;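 further: death triggered by thapsigargin at about 15 µM added after 2 h compound pretreatment; cell ATP read after overnight thapsigargin exposure of roughly 18 to 22 hours; normalized against plate controls of thapsigargin alone and 5% DMSO vehicle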
Lipid droplet – inhibitors of hepatocyte lipid droplet formation, primary screen, imaging, high-throughput imaging, BODIPY stain; AML12 mouse hepatocytes, oleate lipid droplets; inhibition, % at 6.5 µM; actives 0.4% (n = 240,000); AID 1656, 2009;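 active means lipid droplet intensity inhibited by at least 50%, with more than 500 cells counted; inconclusive means wells with under 300 cells, treated as cytotoxic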
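Assay system: AML12 hepatocytes (mouse) / Also added: 100 µM oleic acid challenge / Times: overnight treatment with compound plus oleate / Detection: high-content imaging of BODIPY-stained droplets and DAPI nuclei / Evaluation: % inhibition of lipid droplet signal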
Autophagy HCS – autophagy modulators in MEF cells, primary screen, imaging, high-content, MEF GFP-LC3. MEF GFP-LC3 puncta imaging; test concentration mostly 10 µM. calls only at 10 µM (by protocol). actives 0.98% (n = 190,000). AID 463193, 2010;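 active means percentage of spot-positive cells more than 3 SD above its plate mean, without a fluorescence outlier flag or 80% toxicity; inconclusive means no clear call, values can overlap the other calls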;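 further: spot-positive cell cutoff set from DMSO-treated cells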
Salmonella PhoP GFP – inhibitors of PhoP regulon expression, primary screen, Salmonella Typhimurium, GFP reporter (AID 1863). S. Typhimurium PhoP-regulated promoter GFP reporter, 4 h; higher % means a stronger effect. inhibition, % at 50 µM, or IC50 in µM where a hit was titrated. actives 0.16% (n = 300,000);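 active means inhibition over 29.93%, a cutoff 3 SD above the screen mean, later confirmed by dose response; inconclusive means inhibition over 29.93% but no dose response follow-up; inactive means inhibition at most 29.93% or unconfirmed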;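 further: 0% = low Mg2+ inducing control and 100% = high Mg2+ repressing control; strong numbers were not always called active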
Insulin prom up – insulin promoter activators in MIN6 cells, imaging, high-content screening, mouse beta cells. MIN6 insulin promoter-GFP reporter; hits give high values. actives 0.3% (n = 190,000). z-score at 5 µM;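 active means z-score above 3 at 5 µM with at least 500 cells counted in the well; inconclusive means wells under 500 cells, flagged as cytotoxic or low count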
Dynein transport – inhibitors of GR-EGFP nuclear translocation, primary screen, dynein cargo transport inhibitor project, imaging, high-content, 3617.4 mouse cells; test concentration mostly 20 µM; stimulated with dexamethasone, 1 µM; hits give low values; z-score, hits read low; actives 0.47% (n = 220,000); AID 1381, 2008;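 active means plate z-score of nuclear minus cytoplasmic receptor signal below a set negative limit, without overly bright fluorescence or cell loss, cut at about -3.5 in these data, passing the limit was not always enough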;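 further: z-score of nuclear minus cytoplasmic ring GR-EGFP intensity difference per well; some compounds called inactive have numbers as strong as hits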
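Medium: Induction medium lacking tetracycline, stripped serum | Probe or stimulus: 1.0 µM final dexamethasone stimulus | Schedule: 48 h induction, then 1 h compound, then 30 min agonist, 37 °C | Signal: Automated 10x imaging of fixed Hoechst-stained cells | Evaluation: Per-cell GR-EGFP intensity, nucleus versus surrounding cytoplasmic ring, well-averaged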
MT stabilize HCS – microtubule stabilizers in HeLa cells, primary screen, imaging, high-content imaging; HeLa tubulin immunostaining HCS, 24 h; share of cells brighter than vehicle mean+2SD; % tubulin-high responders, % at 10 µM; actives 0.83% (n = 200,000);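 active means plate Z-score above 3 for both tubulin-high and condensed-nucleus cell shares, with cell loss under 80%, at 10 µM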;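 further: anti alpha tubulin signal scored within the nucleus-defined area of each cell; some results filed as inactive read as strong as hits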
Dynein transport cytoplasmic EGFP – second read-out of Dynein transport, no call of its own (marks repeat the call); z-score; measured here: cytoplasmic GR-EGFP intensity; hits give high values
Dynein transport nuclear GR-EGFP – further read-out of Dynein transport, marked with its call; z-score; measured here: nuclear GR-EGFP intensity;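 lower value marks the stronger effect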
Dynein transport cell count – also measured in Dynein transport; calls as there; z-score; measured here: cell count per field
Insulin prom up cell count – recorded beside Insulin prom up, whose call it bears; cell count; measured here: cytotoxicity, nuclei count;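 total cells summed across four imaged fields per well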
Lipid droplet cells 6.5 µM – also measured in Lipid droplet; calls as there; cell count; measured here: cell count, cytotoxicity flag;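 cells counted across two imaged fields per well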
bCat nuc transl cell count 5 µM – also measured in bCat nuc transl; calls as there; cell count; measured here: cell count, cytotoxicity flag
T cell HTS vesicle-bound % – also measured in T cell HTS; calls as there; double positive events, %; measured here: CD8+ vesicle-bound cell fraction;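 binding gate set so that unloaded-vesicle control wells show 10% double positive cells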
MT stabilize HCS Hoechst-high % – also measured in MT stabilize HCS; calls as there; % Hoechst-high responders; measured here: nuclear condensation Hoechst responders;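 share of cells brighter than vehicle mean plus two SD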
MT stabilize HCS cytotoxicity % – second read-out of MT stabilize HCS, no call of its own (marks repeat the call); toxicity, %; measured here: cytotoxicity by cell density;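 0% = mean cell density of plate MIN control wells and 100% = no cells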
Autophagy HCS cell loss 18 h – recorded beside Autophagy HCS, whose call it bears; toxicity, %; measured here: cell loss, nuclei count;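 cell loss after 18 h compound exposure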
Numbers without * were called inactive; i = inactive; ? = inconclusive; . = no result given; + = active, no number.

SMILES	T cell HTS	T cell HTS vesicle-bound %	bCat nuc transl	bCat nuc transl cell count 5 µM	CSM14.1 death rescue	Lipid droplet	Lipid droplet cells 6.5 µM	Autophagy HCS	Autophagy HCS cell loss 18 h	Salmonella PhoP GFP	Insulin prom up	Insulin prom up cell count	Dynein transport	Dynein transport cytoplasmic EGFP	Dynein transport nuclear GR-EGFP	Dynein transport cell count	MT stabilize HCS	MT stabilize HCS Hoechst-high %	MT stabilize HCS cytotoxicity %
CC(NC(=O)c1ccccc1)c1ccc(F)cc1 (stereo unspecified)	i	31.4	1.6	970	-2.4%	-0.1	660	i	0.4	4.2%	.	.	0.556	-0.185	1.2	-1.25	3.6	2.3	8.3
O=C(NNCC(O)COc1ccccc1)c1ccccc1 (stereo unspecified)	i	39.4	-1.7	561	8.0%	7.4	690	i	5.9	3.6%	-0.05	1357	-0.481	0.0217	-0.05	0.251	2.8	2.0	3.0
COCCOC(=O)c1c(C)nc(SCC(=O)Nc2cccc3ccccc23)c(C#N)c1-c1ccco1	i	42.0	-4.5	1231	-1.0%	-1.7	786	i	-9.9	6.6%	-0.43	879	-1.04	-0.219	-0.431	0.699	2.9	1.5	1.0
COc1ccc(C2=NOC(C(=O)O)C2)cc1 (stereo unspecified)	i	42.7	2.1	1211	2.3%	0.9	733	i	-5.0	15.0%	.	.	0.986	-0.263	0.691	-0.0128	2.3	1.6	7.7
Cc1ccc2c(c1)C1CN(C)CCC1N2C(=O)Nc1ccc(Cl)cc1 (stereo unspecified)	.	.	-3.2	1009	-3.3%	.	.	i	6.8	-3.7%	-0.34	1150	-0.438	-0.109	0.01	0.0466	2.7	4.9	8.2
CCOc1ccc(Nc2nc(NCC3CCCO3)c3ccccc3n2)cc1 (stereo unspecified)	i	48.7	1.9	1014	-1.4%	-27.2	717	+	21.7*	?	?	.	1.86	0.169	0.874	-1.92	6.4	5.7	5.0
Cc1ccc(C(=O)COC(=O)CCCC(=O)NC2CCCCC2)cc1[N+](=O)[O-]	i	30.3	.	.	1.2%	10.5	703	i	7.2	9.6%	0.19	1286	0.115	-0.232	-0.275	-0.576	3.2	1.6	5.0
Cn1cccc1Cc1nnc(SCC(=O)Nc2ccc(F)cc2)n1-c1ccc(F)cc1	i	64.7	0.8	1073	.	-6.8	635	.	.	-1.0%	1.35	1478	-0.678	-0.0723	-0.293	0.231	5.4	2.3	5.5
CCNC(=S)NCc1ccc2[nH]c(C)cc2c1	i	27.1	2.8	511	-2.8%	-2.0	739	i	6.4	14.5%	0.65	1190	0.293	-0.164	1.17	-0.45	4.4	2.9	6.5
O=C(Nc1cccc(S(=O)(=O)C(F)F)c1)c1ccc(S(=O)(=O)N2CCCCC2)cc1	i	26.3	-6.3	1049	0.6%	2.3	691	i	2.3	5.0%	-0.02	1560	1.94	-0.367	0.708	-1.09	1.6	1.9	5.7
Brc1c(CSc2nncc3ccccc23)nc2ccccn12	i	26.2	-0.3	1093	7.5%	2.3	708	i	1.0	-0.3%	0.44	1321	0.598	-0.263	0.48	-1.4	3.7	3.6	6.8
CC(CCc1ccccc1)NC(=O)CN1CCN(c2ccccc2)CC1 (stereo unspecified)	i	5.3	-0.6	898	-1.0%	-17.3	669	i	-4.7	-1.3%	0.05	1451	-0.971	-0.244	-0.371	0.13	1.6	1.3	6.1
CCCN(CCC)CCCNC(=O)CN1C(=O)CSc2ccc(S(=O)(=O)N3CCOCC3)cc21	i	20.0	.	.	-0.3%	11.3	696	i	-0.1	5.3%	0.11	1297	-0.0566	-0.269	-0.107	-0.0945	3.4	1.7	3.0
COCCn1c(SCC(=O)N2CCc3ccccc32)nc2c(c1=O)SC(C)C2 (stereo unspecified)	i	28.4	2.4	1106	.	-9.8	654	.	.	0.0%	?	.	-0.319	-0.655	0.18	-1.1	.	.	.
O=C(O)c1ccccc1-c1ccccc1C(=O)Nc1ccc2c(c1)[nH]c(=O)c1ccccc12	i	59.5	0.3	1105	.	8.3	726	.	.	-0.2%	0.34	1367	0.0922	-0.147	0.0441	-1.39	.	.	.
Cc1oc(-c2ccccc2)cc1C(=O)NCc1ccncc1	i	40.3	-0.9	1244	.	-6.8	576	.	.	-11.6%	-0.29	1021	-0.514	-0.227	-0.141	0.138	.	.	.
N#Cc1sc(NCc2ccccc2)nc1Cl	i	34.4	-1.0	1097	-0.7%	-12.8	642	i	14.0	-1.8%	-0.41	1579	0.461	-0.307	0.228	-0.257	2.7	2.8	4.7
O=C(CCN1CCCCCC1)Nc1ccc2c(c1)OCCO2	i	21.9	-1.4	1075	12.2%	5.3	727	i	-17.7	1.0%	0.36	1314	-0.768	-0.227	-0.309	1.52	2.6	2.5	6.6
COc1ccc(NCc2nnc(SCC(=O)Nc3cc(C(F)(F)F)ccc3Cl)o2)cc1	i	48.0	-3.1	1206	1.7%	9.9	753	i	10.1	9.2%	0.48	798	1.22	-0.162	1.06	-0.831	4.8	3.5	12.8
Cc1ccc(S(=O)(=O)c2c(N)n(C)c3nc4ccccc4nc23)cc1	i	14.6	-5.4	1179	0.5%	-1.1	744	i	7.8	-0.9%	-0.46	974	0.269	-0.221	0.206	-0.357	4.8	2.7	1.0
Cc1ccccc1NCc1nnc2n1CCCCC2	i	56.9	-1.1	1067	0.0%	2.8	663	i	-2.9	-4.4%	0.65	1359	-1.24	-0.253	-0.276	0.97	2.9	2.3	7.0
O=C(NC(c1ccccc1)c1ccccc1)N1CCOCC1	i	20.4	-0.1	1109	-0.5%	9.4	700	i	5.8	-0.1%	-0.19	1240	-1.01	-0.208	-0.199	0.891	3.0	3.4	5.0
COc1cc(/C=C/C(=O)CC(=O)/C=C/c2ccc(O)c(OC)c2)ccc1O	i	36.4	2.3	514	3.2%	-40.2	714	i	30.5	8.3%	.	.	0.269	0.295	0.401	0.375	8.6	3.8	26.2
Cc1ccc(-c2noc(CCC(=O)Nc3ccccc3C)n2)cc1	i	36.4	-4.3	1027	2.8%	.	.	i	-1.5	-6.3%	0.68	1186	0.718	-0.189	0.823	-1.48	5.4	2.7	6.0
COc1ccccc1NC(=O)c1ccc(-n2cccn2)nc1	i	26.7	.	.	1.5%	.	.	i	-13.7	-6.3%	.	.	-0.136	-0.207	-0.668	0.99	2.6	1.9	6.6
CC(=O)NS(=O)(=O)c1ccc(NC(=O)/C=C/c2ccccc2)cc1	i	52.7	0.1	891	-1.0%	-10.7	630	i	12.5	-1.3%	2.49	1670	-0.354	-0.271	0.366	0.505	3.3	2.5	6.0
O=C(CN1C(=O)c2ccccc2S1(=O)=O)NCCSC1CCCCC1	i	43.1	.	.	-2.0%	6.3	695	i	-2.0	4.9%	0.06	1266	0.156	-0.216	0.447	0.677	1.5	0.7	39.1
Cc1ccc(N2C(=O)CS(=O)C(c3ccccc3)C2=O)cc1C (stereo unspecified)	i	47.1	0.5	1434	-1.1%	22.8	722	i	10.5	-7.2%	.	.	-1.33	-0.225	-0.657	0.706	1.8	1.4	5.0
CCOc1ccc(NC(=O)CNC(=O)COc2ccccc2)cc1	i	39.9	-2.0	1167	-2.8%	14.1	593	i	-6.0	-10.8%	0.16	1626	-0.631	-0.268	-0.294	0.105	7.6	2.6	14.3
CCc1cc(C(=O)O)c(NC(=O)c2cc(OC)c(OC)c(OC)c2)s1	i	48.2	7.4	449	-1.6%	0.4	697	i	10.6	0.8%	.	.	2.87	-0.234	1.31	-0.806	3.1	2.5	11.0
CC(=O)C1=C(C)NC(SCC(N)=O)=C(C#N)C1c1ccco1 (stereo unspecified)	i	46.6	-4.9	1095	.	-1.4	689	i	8.0	-9.4%	0.04	1328	0.291	-0.186	1.03	-1.42	2.6	2.1	5.8
COc1cc(CNc2cccc(C(=O)O)c2)cc(Br)c1OCC(=O)NC(C)(C)C	i	41.8	-3.2	539	-2.4%	0.1	683	i	-4.0	4.2%	0.59	1068	1.49	-0.105	1.8	-1.7	4.7	2.8	8.8
COc1cc(OC)c(NS(=O)(=O)c2cc(C(=O)OC(C)C(=O)NC3CC3)c(Cl)cc2Cl)cc1Cl (stereo unspecified)	i	26.5	-0.6	924	3.4%	-3.7	603	i	6.8	-3.8%	-0.13	1187	0.39	-0.196	0.287	0.395	3.3	1.5	7.6

An unsorted share of the library, and some 3% of all compounds hit somewhere here.
